TWEAK Fn14 block: inhibitors of TWEAK-Fn14 interaction signaling. TWEAK-stimulated Fn14 reporter cells, luciferase luminescence, 8 h. inhibition, % at 10 µM. 360,000 tested, 2% active. AID 1159606; in the data active = inhibition above about 50%
TROY signal inh: blocks TROY-dependent signaling in reporter cells | Q293 LMP1-TROYcd NF-kB luciferase reporter, 4 h | inhibition, % at 10 µM | 360,000 tested, 0.98% active | AID 1347056;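 active = compounds whose plate-normalised and pattern-corrected inhibition of the luciferase reporter signal at the single screening dose is 50% or more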
Shn3 inh set2: inhibitors of Schnurri-3 3'UTR reporter in osteoblasts; Clone20 osteoblast Shn3 3'UTR firefly luciferase, 24 h; inhibition, % at 12.5 µM; 360,000 tested, 0.52% active; AID 588674;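 active = mean inhibition of at least 75% with every replicate also reaching 75%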;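 note: 0% = median of neutral control wells and 100% = pilot-screen positive control compound; some compounds past the cut are filed as inactive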
TRAIL sens C8: sensitizes caspase-8 expressing cells to TRAIL. 360,000 tested, 1% active. NB7+C8 cells + TRAIL, ATPlite viability luminescence. inhibition (viability loss, TRAIL sensitization), % at 10 µM. AID 624354;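 active = compounds causing at least 50% loss of cell viability in the single-dose screen, relative to plate controls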
Peg3 prom inh: reduces Peg3 promoter-driven luciferase expression in HeLa; 360,000 tested, 1.7% active; HeLa PEG-Prom luciferase reporter, luminescence, overnight; inhibition, % at 20 µM; AID 588405;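 active = inhibition of at least 50% at 20 µM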
MITF TRPM1 inh: reduces MITF-dependent TRPM1 promoter luciferase signal | 330,000 tested, 0.83% active | AID 488899 | SK-MEL-5 TRPM1 promoter luciferase, 24 h | inhibition, % at 12.5 µM;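 active = mean inhibition across replicates of 60% or more, whatever share of single replicates reaches that level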; note: values of inactives mirror those of a sister screen read the other way
KKLEB cytotox: reduces viability of KKLEB cystic fibrosis airway cells; activity change (cytotoxicity), % at 5 µM; KKLEB CF airway cells viability, ATPlite luminescence, overnight; stronger effect = lower value; cells stimulated with P. aeruginosa culture filtrate; 360,000 tested, 0.36% active;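 active = corrected activity change at or below -50% at 5 µM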
HIF-2a inh: blocks HIF-2a reporter activity; 786-0 RCC cells HIF-2a reporter, luciferase luminescence, overnight; inhibition, % at 18.8 µM; 360,000 tested, 0.72% active; AID 624352;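 active = inhibition of the luminescence signal of 40% or more relative to plate controls, in a single-dose primary screen at 18.75 µM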
NR2E3 ag-1: human photoreceptor-specific nuclear receptor agonism. Q9Y5X4. CHO-S Gal4-NCOR/VP16-NR2E3 two-hybrid, luciferase. inhibition of corepressor binding, % at 3.98 µM. 360,000 tested, 0.35% active. AID 602229;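 active = inhibition above the mean of all tested compounds plus 3 SD, cut at about 70% in these data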;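 note: 0% = DMSO with NR2E3 transfected cells and 100% = cells lacking NR2E3 construct; higher means lower luciferase signal from less NR2E3 corepressor binding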
Target sequence (Q9Y5X4 whole entry, looked up, the tested form may be a part): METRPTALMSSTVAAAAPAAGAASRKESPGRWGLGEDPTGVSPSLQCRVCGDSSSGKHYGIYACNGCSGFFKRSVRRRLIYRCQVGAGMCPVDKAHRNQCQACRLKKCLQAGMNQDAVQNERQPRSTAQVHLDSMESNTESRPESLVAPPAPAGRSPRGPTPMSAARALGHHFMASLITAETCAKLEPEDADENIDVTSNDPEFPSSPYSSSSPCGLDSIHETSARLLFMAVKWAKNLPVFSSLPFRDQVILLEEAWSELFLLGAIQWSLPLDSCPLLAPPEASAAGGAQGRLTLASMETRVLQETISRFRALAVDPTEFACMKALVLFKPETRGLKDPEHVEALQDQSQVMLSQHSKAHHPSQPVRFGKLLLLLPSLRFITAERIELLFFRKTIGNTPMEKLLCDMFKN
NR2E3 ag-2: agonists of human nuclear receptor NR2E3. Q9Y5X4. inhibition of corepressor binding, % at 4.78 µM. AID 2300. 320,000 tested, 0.12% active. GST-NR2E3/biotin-RetCOR TR-FRET, 1536-well;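 active = percent inhibition above the cutoff of mean plus 3 SD of all tested compounds, set per screening campaign, cut at about 20% in these data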;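 note: 0% = DMSO wells and 100% = biotin wells as full block of FRET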
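System: GST-tagged NR2E3 plus biotinylated RetCOR corepressor; Buffer or medium: pH 7.5 Tris-based buffer; Probe or stimulus: RetCOR corepressor, biotinylated, 7 nM; Doses: compound at 4.8 µM, single dose; Schedule: 5 h incubation at 4 °C; Technique: time-resolved FRET; Evaluation: percent inhibition of TR-FRET ratio; Replication: one well per compound, singlicate testing.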
CF NFkB inh: cystic fibrosis NF-kB activation inhibition. KKLEB NF-kB-GFP reporter, PAF-induced, GFP fluorescence overnight. inhibition, % at 5 µM. 360,000 tested, 0.86% active;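 active = at least 50% inhibition at 5 µM, scaled per plate between neutral and stimulator controls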;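 note: PAF is a Pseudomonas aeruginosa culture filtrate used as stimulus; plate controls were PAF-stimulated DMSO wells for no effect and unstimulated DMSO wells for full effect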
* marks the source's active call; other numbers are inactive results; / = not tested or not shown. A portion of the library; the hit share may differ from the screen's.

(1) Cc1ccc(-n2c(SCC(N)=O)nc3c(c2=O)C2(CCCC2)Cc2ccccc2-3)cc1
(2) Cc1cc(C(=O)COC(=O)CCCN2C(=O)c3ccccc3C2=O)c(C)n1C
(3) Cc1c(-n2cc(C(=O)O)c(=O)c3cc(F)c(N4CCCC4)c(F)c32)c(=O)n(-c2ccccc2)n1C
(4) Cc1cc(NC(=O)c2cc3ccccc3o2)no1
(5) CC(Oc1ccccc1)c1nnc(N)s1 (stereo unspecified)

assay / compound	1	2	3	4	5
TWEAK Fn14 block	31	5	-11	20	3
KKLEB cytotox	3	-12	-2	3	7
NR2E3 ag-1	-2	6	-7	-54	25
HIF-2a inh	15	-1	20	-227	6
MITF TRPM1 inh	9	-17	2	6	-10
TRAIL sens C8	25	0	9	-24	9
TROY signal inh	43	6	-5	-40	-10
CF NFkB inh	-28	-1	14	-20	-5
Peg3 prom inh	17	-5	24	-85	7
Shn3 inh set2	-21	-20	-20	-38	7
NR2E3 ag-2	10	-1	0	/	0

(6) Cc1nc(-c2ccccc2)sc1C(=O)CSc1ccc(F)cc1
(7) COCCNc1c2c(nc3ccccc13)CCC2
(8) CSCC[C@@H](CO)NC(=O)c1ccc2nc(C3CCCCC3)oc2c1
(9) O=C1NC(=O)/C(=C\c2ccccc2OCc2ccccc2)S1
(10) CCn1c(=O)c2sccc2n2c(CCCC(=O)NCc3cccnc3)nnc12

assay / compound	6	7	8	9	10
TWEAK Fn14 block	-7	-10	-23	-3	0
KKLEB cytotox	-2	-10	10	-8	-2
NR2E3 ag-1	-37	-30	-4	15	-9
HIF-2a inh	-76	15	-10	12	6
MITF TRPM1 inh	-1	5	0	12	3
TRAIL sens C8	5	15	4	-3	8
TROY signal inh	-37	-4	-4	48	5
CF NFkB inh	9	0	10	14	8
Peg3 prom inh	-50	24	10	20	-13
Shn3 inh set2	/	14	2	-1	-20
NR2E3 ag-2	2	0	0	4	-2

(11) O=C(CN1CCN(C(=O)N2CCOCC2)CC1)Nc1cc(Cl)ccc1Cl
(12) Fc1ccc(-c2cnc(-c3cccs3)o2)cc1
(13) Cc1cccc(N=C/C(C(=O)C(F)(F)F)=C(\O)c2ccco2)c1
(14) O=C(Cn1c2ccc(F)cc2c2nc3n(c(=O)c21)CCS3)NCC1CCCO1 (stereo unspecified)
(15) CCOc1ccc(C(C(=O)NC2CCCCC2)N(C(=O)c2ccccn2)c2cccnc2)cc1 (stereo unspecified)

assay / compound	11	12	13	14	15
TWEAK Fn14 block	4	6	14	13	2
KKLEB cytotox	8	-12	5	3	10
NR2E3 ag-1	5	-58	-65	0	-10
HIF-2a inh	6	-272	-236	6	13
MITF TRPM1 inh	-3	-51	1	5	-2
TRAIL sens C8	4	10	-2	-3	1
TROY signal inh	5	-64	-82	-24	4
CF NFkB inh	-13	-6	-29	0	9
Peg3 prom inh	5	-229	-232	-3	10
Shn3 inh set2	8	-45	-151	14	3
NR2E3 ag-2	3	1	-3	1	-3

(16) CCCNC(=O)C1(C)CCN(C(=O)Cc2ccc3ccccc3c2)C1 (stereo unspecified)
(17) CS(=O)(=O)Nc1ccc(C(=O)Nc2ccc3ccccc3c2)cc1
(18) O=C(/C=C/c1c[nH]c2ccccc12)c1ccccc1
(19) CCCC1=C(C(=O)OCC)C(c2ccc(OC)c(C)c2OC)C(C#N)=C(N)O1 (stereo unspecified)
(20) ClCC1CSC(=NC23CC4CC(CC(C4)C2)C3)O1 (stereo unspecified)

assay / compound	16	17	18	19	20
TWEAK Fn14 block	5	-11	30	13	11
KKLEB cytotox	-18	-5	2	-3	9
NR2E3 ag-1	12	-96	-70	-14	5
HIF-2a inh	7	-186	-322	7	28
MITF TRPM1 inh	/	-37	-42	9	-6
TRAIL sens C8	-4	18	23	-3	-11
TROY signal inh	6	-99	-102	24	-16
CF NFkB inh	-7	-10	-27	-2	4
Peg3 prom inh	5	-233	-308	0	0
Shn3 inh set2	6	-69	-41	-12	2
NR2E3 ag-2	/	1	1	2	1

(21) CCC(c1nc2ccccc2[nH]1)N(CCCn1ccnc1)C(=O)c1ccc(C(F)(F)F)cc1 (stereo unspecified)
(22) CCCC1(c2ccccc2)NC(=O)N(CC(=O)c2[nH]c(C)c(C(=O)OCC)c2C)C1=O (stereo unspecified)
(23) Cc1c(NC(C)C)c(=O)n(-c2ccccc2)n1C
(24) CC(C)C(=O)Nc1nnc(CCN2CCCCC2)s1
(25) Cc1ccc(OCCCNC2CCCC2)cc1

assay / compound	21	22	23	24	25
TWEAK Fn14 block	-1	29	5	0	21
KKLEB cytotox	-19	0	-4	5	-7
NR2E3 ag-1	-42	13	-15	11	1
HIF-2a inh	20	14	8	17	5
MITF TRPM1 inh	/	4	0	10	1
TRAIL sens C8	-6	-12	-10	3	7
TROY signal inh	-6	-4	2	-9	-15
CF NFkB inh	-8	4	-15	-1	-1
Peg3 prom inh	16	18	4	10	9
Shn3 inh set2	-20	4	-13	11	0
NR2E3 ag-2	/	3	0	0	11

(26) CC1CCN(CCNC(=O)c2ccc3c(=O)n(Cc4ccc(Cl)cc4)c(=S)[nH]c3c2)CC1
(27) c1cncc(-c2nnc(SCc3nc4ccccc4[nH]3)o2)c1
(28) CC(C)(C)c1ccc(S(=O)(=O)NCC2CCCO2)cc1 (stereo unspecified)
(29) O=c1[nH]c2ccc(Br)cc2c(-c2ccccc2)c1N1CCOCC1
(30) O=C(O)c1c[nH]c2ccc(S(=O)(=O)N3CCN(c4ccc(F)cc4)CC3)cc2c1=O

assay / compound	26	27	28	29	30
TWEAK Fn14 block	-33	24	-12	-5	7
KKLEB cytotox	-12	-2	-2	-13	-9
NR2E3 ag-1	18	30	-9	6	7
HIF-2a inh	30	-6	8	20	-2
MITF TRPM1 inh	45	26	7	-4	-10
TRAIL sens C8	69*	10	1	4	-4
TROY signal inh	-36	74*	-13	15	-34
CF NFkB inh	-5	7	-8	12	18
Peg3 prom inh	95*	26	11	39	8
Shn3 inh set2	-8	-9	-2	7	-5
NR2E3 ag-2	0	2	-5	1	2

(31) Cc1ccc(N2C(=O)c3oc4ccccc4c(=O)c3C2c2cccc(O)c2)nc1 (stereo unspecified)
(32) N#CCc1nc(-c2cc3ccccc3oc2=O)cs1
(33) C/C(CC(=O)Nc1cccnc1)=N\NC(=O)C(=O)NC(C)C
(34) Cc1ccc(CNC(=O)CCNC(=O)Cn2ccc3ccccc3c2=O)cc1
(35) COCC(=O)N1CCC(Oc2ccc(C(=O)N3CCSCC3)cc2)CC1

assay / compound	31	32	33	34	35
TWEAK Fn14 block	12	-20	6	12	0
KKLEB cytotox	16	14	-7	-3	-7
NR2E3 ag-1	-14	-24	-7	3	-19
HIF-2a inh	-9	-146	19	7	3
MITF TRPM1 inh	-5	-21	-9	1	-3
TRAIL sens C8	13	4	11	3	-6
TROY signal inh	21	-43	10	2	-14
CF NFkB inh	-2	-17	5	-8	21
Peg3 prom inh	-23	-74	-3	4	-23
Shn3 inh set2	9	-8	-18	6	3
NR2E3 ag-2	-5	3	1	-2	0

(36) COc1ccc(OC)c(NC(=O)C2CC(=O)N(Cc3ccco3)C2)c1 (stereo unspecified)
(37) COc1ccc(C(=O)NCc2cccnc2)cc1S(=O)(=O)N1CCOCC1
(38) O=C(Cn1c(=S)[nH]c2ccccc21)c1ccccc1
(39) O=C(NCCNCCO)C1(C(F)(F)F)C/C(=C\CCO)CCCO1 (stereo unspecified)
(40) CCC(=O)N1Cc2cc(C(=O)NCC(F)(F)F)nc(-c3cccc(-c4cncnc4)c3)c2[C@@H]1CCO

assay / compound	36	37	38	39	40
TWEAK Fn14 block	15	-7	-4	4	-29
KKLEB cytotox	-3	6	-6	5	/
NR2E3 ag-1	-12	-13	12	3	0
HIF-2a inh	13	-4	2	-3	5
MITF TRPM1 inh	1	8	5	6	/
TRAIL sens C8	17	-1	13	-10	-5
TROY signal inh	-11	-4	-1	-7	-1
CF NFkB inh	4	2	-13	2	/
Peg3 prom inh	-12	-1	6	0	/
Shn3 inh set2	-7	19	14	6	/
NR2E3 ag-2	/	2	2	3	/

(41) Cc1ccc(CNCCCn2cnc(C(=O)Nc3ccc(C)c(C)c3)n2)o1
(42) CCOc1ccc(C(=O)NCCN2CCOCC2)cc1
(43) O=C(C1CCOCC1)N1CCCC(N2CCN(c3ccc(F)cc3)CC2)C1 (stereo unspecified)
(44) O=S(=O)(Cc1nnnn1-c1ccccc1)c1ccc(Cl)cc1
(45) CSc1nc(C=Nc2ccccc2Cl)c(O)n1Cc1cccc(Cl)c1

assay / compound	41	42	43	44	45
TWEAK Fn14 block	4	12	6	1	14
KKLEB cytotox	20	22	3	11	8
NR2E3 ag-1	-14	-11	-8	12	-5
HIF-2a inh	-9	-3	5	11	-12
MITF TRPM1 inh	-7	11	4	-13	-8
TRAIL sens C8	4	-7	9	-17	1
TROY signal inh	-1	-18	-22	6	-12
CF NFkB inh	-10	-6	3	8	-8
Peg3 prom inh	-21	-9	20	6	4
Shn3 inh set2	-21	-22	-9	11	-3
NR2E3 ag-2	/	1	8	4	2

(46) CCCCOc1ccc(-c2nc(-c3cccnc3)no2)cc1
(47) CCN(C(=O)COC(=O)c1cc2ccccc2cc1O)C1CCS(=O)(=O)C1 (stereo unspecified)
(48) Cn1c(N)c(C(=O)COC(=O)COc2cccc(Br)c2)c(=O)n(C)c1=O
(49) Cc1ccc(Cn2c(O)c(N=NC(=S)Nc3ccccc3F)c3cc(S(=O)(=O)N4CCOCC4)ccc32)cc1
(50) CN1CCN(C(=O)C2=C[C@@H](c3ccc(Br)cc3)C[C@@H](OCc3ccc(CO)cc3)O2)CC1

assay / compound	46	47	48	49	50
TWEAK Fn14 block	24	6	-2	21	9
KKLEB cytotox	2	-5	9	16	10
NR2E3 ag-1	-69	-12	-3	15	-32
HIF-2a inh	-228	4	8	11	-17
MITF TRPM1 inh	-92	1	10	9	-13
TRAIL sens C8	17	-4	1	10	-4
TROY signal inh	-14	-2	-14	-12	3
CF NFkB inh	5	8	-11	-49	8
Peg3 prom inh	-242	0	2	0	-7
Shn3 inh set2	-44	18	2	51	-9
NR2E3 ag-2	0	3	/	/	-2

(51) O=S(=O)(NCC1COc2ccccc2O1)c1ccccc1F (stereo unspecified)
(52) CCOC1=C(C#N)CC2(CC1)c1ccccc1-c1ccccc12
(53) Cc1cc(C)n(Cc2ccc(C(=O)N/N=C/c3ccc(-c4ccc([N+](=O)[O-])cc4)o3)o2)n1
(54) O=C(Cn1c(NCCO)nc2ccccc21)NCCc1ccc(F)cc1
(55) O=c1ccn(Cc2ccccc2)c(SCc2ccccc2)n1

assay / compound	51	52	53	54	55
TWEAK Fn14 block	9	11	-20	-2	-20
KKLEB cytotox	-1	-2	0	5	10
NR2E3 ag-1	7	-21	-2	-6	-2
HIF-2a inh	7	8	-4	14	14
MITF TRPM1 inh	0	23	-8	4	9
TRAIL sens C8	-8	2	28	3	-7
TROY signal inh	11	0	-5	-3	-12
CF NFkB inh	4	25	-27	-1	-25
Peg3 prom inh	14	37	7	15	17
Shn3 inh set2	-18	49	2	-22	11
NR2E3 ag-2	/	/	2	7	/

Bioassay records (PubChem BioAssay)
